Screens from PubChem.
TRPC4 agonist: opens the mouse TRPC4 cation channel | Q9QUQ5 | HEK293 TRPC4beta/mu-opioid, Fluo4 calcium fluorescence; hits give high values | B-score at 10 µM | 310,000 compounds, 0.49% hits | AID 2237;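 active = B-score above 5 SD of library B-scores, and initial fluorescence ratio not above library mean plus 5 SD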;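 also: positive B-score marks a calcium rise read as TRPC4 activation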
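Assay system – TRPC4beta and mu-opioid receptor HEK293 stable cells · Measured by – Fluo4 fluorescence, kinetic · Schedule – dye loading 45 min room temperature, 110 s kinetic read · Read-out – B-scored integrated calcium fluorescence ratio · Controls – buffer and maximal DAMGO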
MrgX1 allo act: human MrgX1 positive allosteric modulation, primary screen | 310,000 compounds, 0.63% hits | MrgX1-HEK293, Fluo-4 calcium flux, FDSS; hits give high values | Q96LB2 | B-score at 10 µM;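 active = plate-corrected calcium response at least 3 library SD above typical, normal starting fluorescence, not activating the receptor alone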;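 also: compound read alongside a low EC10 to EC30 dose of BAM8-22 agonist; peak minus trough fluorescence over baseline measured at the second addition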
Target sequence (Q96LB2 whole entry, looked up): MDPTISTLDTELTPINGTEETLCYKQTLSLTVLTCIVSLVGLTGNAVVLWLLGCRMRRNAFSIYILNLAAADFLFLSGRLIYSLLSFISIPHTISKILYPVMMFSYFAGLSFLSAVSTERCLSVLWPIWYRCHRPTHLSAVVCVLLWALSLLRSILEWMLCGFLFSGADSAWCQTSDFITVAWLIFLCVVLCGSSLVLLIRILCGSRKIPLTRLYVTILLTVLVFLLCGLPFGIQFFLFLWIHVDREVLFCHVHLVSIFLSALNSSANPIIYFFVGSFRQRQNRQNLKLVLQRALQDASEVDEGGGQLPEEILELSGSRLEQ
TRPC6 act: activators of mouse TRPC6 channel | Q61143 | AID 2550 | HEK293-TRPC6 membrane potential dye fluorescence; hits give high values | B-score at 10 µM | 310,000 compounds, 0.13% hits;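 active = B-score of the integrated fluorescence ratio above library mean plus 3 SD, and starting fluorescence ratio within library mean plus 5 SD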;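 also: higher score means more depolarization so channel activation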
ANO1 activ: mouse TMEM16A channel activation, primary screen | Q8BHY3 | HEK293 TMEM16A/YFP-H148Q/I152L, iodide quench fluorescence; hits give low values | B-score at 10 µM | 340,000 compounds, 0.3% hits | AID 623877;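 active = fluorescence-ratio B-score plate-corrected deviation score at least 3 library SD below zero, with starting fluorescence score within 5 deviations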;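 also: channel opened by trigger with iodide after compound preincubation; score built on the fluorescence ratio of max minus min over baseline; more negative score means more quench and so TMEM16A activation or potentiation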
TRPC4 block: blocks the mouse TRPC4 cation channel. Q9QUQ5. HEK293 TRPC4beta/mu-opioid, DAMGO-evoked Fluo4 calcium flux; hits give low values. B-score at 10 µM. 300,000 compounds, 0.39% hits. AID 2247;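 active = B-score over 3 SD under the library average, no early fluorescence shift, positive overall ratio signal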
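Assay system: TRPC4beta/mu-opioid receptor HEK293 cell line; compound dosing: single concentration per test compound; detection: Fluo4 Ca2+ flux fluorescence; evaluation: per-well B score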
TRPC4 PAM: TRPC4 (mouse) allosteric potentiation. Q9QUQ5. HEK293 TRPC4beta/mu-opioid, DAMGO EC20, Fluo-4 Ca2+ flux; hits give high values. B-score at 10 µM. 310,000 compounds, 0.42% hits. AID 2227;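 active = B-score of calcium response area above 5 SD of library B-scores, with initial fluorescence ratio within 5 SD of library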;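 also: B-score of integrated fluorescence ratio over time as area under calcium response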
MrgX1 agonist: human MrgX1 receptor agonism, primary screen. MrgX1-HEK293 cells, Fluo-4 calcium fluorescence, agonist mode; hits give high values. Q96LB2. 310,000 compounds, 0.44% hits. AID 588627. B-score at 10 µM;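 active = calcium response B-score plate-corrected fluorescence ratio at least 3 library SD, with starting fluorescence B-score inside 5 SD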
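Test system: HEK293 cells stably expressing human MrgX1 receptor; amount: 15,000 cells per well; doses: compound delivered in addition one of three; times: overnight plating before 1 h dye loading; detection: Fluo-4 NW calcium-flux fluorescence, kinetic read; read-out basis: B-scored fluorescence response ratio; controls: positive and negative controls per plate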
ANO1 block: mouse TMEM16A channel inhibition, primary screen. normalized B-score (activity score, 25-100; higher = stronger inhibition) at 10 µM. 310,000 compounds, 1.2% hits. AID 588511. HEK293 TMEM16A/YFP iodide influx fluorescence, ionomycin;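 active = ratio plate-corrected score three or more library SD toward inhibition, starting fluorescence score within five deviations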;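 also: score derived from kinetic fluorescence span divided by baseline fluorescence per well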
MrgX1 antagonist: blocks BAM8-22 activation of human MrgX1 receptor; 310,000 compounds, 1.3% hits; Q96LB2; AID 588676; B-score at 10 µM; MRGX1-HEK293 calcium flux, Fluo-4, BAM8-22 antagonism; hits give low values;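 active = calcium-response B-score plate-corrected more than 3 library SD below zero, starting fluorescence within 5 deviations, no agonist response on first addition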;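 also: peak minus trough fluorescence over baseline after final BAM8-22 challenge near maximal dose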
TRPC6 inh: mouse TRPC6 channel inhibition; Q61143; HEK293-TRPC6, membrane potential dye, ACh-evoked depolarization; hits give low values; B-score at 10 µM; 310,000 compounds, 1.1% hits; AID 2553;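 active = B-score under library mean minus 3 SD, initial fluorescence not abnormally high, positive integrated signal ratio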;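 also: B-score derived from integrated fluorescence ratio over the kinetic read; more negative B-score means stronger inhibition of depolarization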
RGS4 inh: human RGS4 inhibition | P49798 | HEK293 M3R/RGS4 inducible, Fluo-4 calcium flux; hits give high values; triggered by carbachol at its EC20 | B-score at 10 µM | 310,000 compounds, 0.45% hits | AID 463165;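 active = B-score, a plate-corrected calcium signal, over three deviations above library mean, with baseline fluorescence within five deviations of library mean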;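 also: RGS4 expression induced by doxycycline in cells with stable M3 receptor; B-score is computed from the integrated fluorescence ratio over baseline after carbachol; higher B-score means a larger calcium signal and so more RGS4 inhibition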
Target sequence (P49798 whole entry, looked up): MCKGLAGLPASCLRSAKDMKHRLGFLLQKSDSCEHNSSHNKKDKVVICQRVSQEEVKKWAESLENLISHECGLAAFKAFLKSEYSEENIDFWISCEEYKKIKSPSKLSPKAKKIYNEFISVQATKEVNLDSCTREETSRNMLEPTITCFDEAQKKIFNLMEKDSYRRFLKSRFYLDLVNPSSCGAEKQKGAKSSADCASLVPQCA
The depositor's hits bear a star; i = inactive; . = no result given.

SMILES	TRPC4 agonist	MrgX1 allo act	TRPC6 act	ANO1 activ	TRPC4 block	TRPC4 PAM	MrgX1 agonist	ANO1 block	MrgX1 antagonist	TRPC6 inh	RGS4 inh
CCN1CCN(c2nc3ccccc3nc2C(C#N)S(=O)(=O)c2ccc(C)c(C)c2)CC1 (stereo not given)	i	i	i	i	i	i	i	i	i	i	i
Cc1ccc2c(C(=O)CN3CCSCC3)c(C)[nH]c2c1	i	i	i	i	i	i	i	i	i	i	i
CC(C)CCNC(=O)c1ccc(Cl)c(NC(=O)Cc2ccccc2)c1	i	i	i	.	i	i	i	i	i	i	i
Cc1ccc(NC(=O)C2CCCN2S(=O)(=O)c2ccc3c(c2)CCC(=O)N3)cc1Cl (stereo not given)	i	i	i	i	i	i	i	i	i	i	i
CCCCC(=O)O	i	i	i	.	i	i	i	i	i	i	i
O=C1NC2(O)C(=O)c3ccccc3C2(O)N1 (stereo not given)	i	i	i	i	i	i	i	i	i	i	i
O=C(c1ccc(O)c(Cl)c1)N1CCN(S(=O)(=O)c2ccccc2)CC1	i	i	i	i	i	i	i	i	i	i	i
COC(=O)CCC(=O)NC(=S)Nc1ccc(S(=O)(=O)Nc2cc(C)on2)cc1	i	i	i	i	i	i	i	i	i	i	i
CC(=O)c1c(O)c2ccccc2n(Cc2ccccc2)c1=O	i	i	i	i	i	i	i	i	i	i	i
COc1cccc(OC)c1OCCCSc1nc(C)cc(=O)[nH]1	i	i	i	i	i	i	i	i	i	i	i
COCCn1c(SCC(=O)NC(=O)NCc2ccccc2)nc2ccccc21	i	i	i	i	i	i	i	i	i	i	i
Cc1ccc(S(=O)(=O)N/N=C/c2ccccc2F)cc1[N+](=O)[O-]	i	i	i	i	i	i	i	i	i	i	i
Cc1ccc(NC(=O)CSc2nnc(N)s2)c([N+](=O)[O-])c1	i	i	i	i	i	i	i	i	i	i	i
O=C(NCc1cc([N+](=O)[O-])ccc1O)c1cccc(NS(=O)(=O)c2ccccc2)c1	i	i	i	i	i	i	i	i	i	i	i
COc1ccc(N2C(=O)CC(n3cnc4ccccc43)C2=O)cc1 (stereo not given)	i	i	i	i	i	i	i	i	i	i	i
COc1ccc(Nc2nc3ccc(C)cn3c(=O)c2/C=N/O)cc1	i	i	i	i	i	i	i	i	i	i	i
COCCOCCn1c(/C=C/c2ccccc2)nc2ccccc21	i	i	i	i	i	i	i	i	i	i	i
CC1(C)CC(=O)C(C=NCCN2CCN(CC(=O)Nc3ccc(Cl)cc3)CC2)=C(O)C1	i	i	i	i	i	i	i	i	i	i	i
CNC(=S)N1N=C(c2ccc(C)cc2)CC1c1ccc(Br)cc1 (stereo not given)	i	i	i	i	i	i	i	i	i	i	i
c1c2c(cc3sc(N4CCOCC4)nc13)OCO2	i	i	i	i	i	i	i	i	i	i	i
CCn1cc(C2CC(=O)NC2=O)c2ccccc21 (stereo not given)	i	i	i	i	i	i	i	i	i	i	i
COC(=O)/C=C1\SC(N2CCOCC2)=C(c2ccc(OC)cc2)C1=O	i	i	i	i	i	i	i	i	i	i	i
Cc1ccc(N2C(=O)CC(SCC(=O)Nc3ccc(S(N)(=O)=O)cc3)C2=O)cc1 (stereo not given)	i	i	i	i	i	i	i	i	i	i	i
CCOCCc1nnc(NC(=O)C2CC(=O)N(c3ccc(OCC)cc3)C2)s1 (stereo not given)	i	i	i	i	i	i	i	i	i	i	i
CCOC(=O)c1c(NC(=O)CSc2nnc(Cc3ccccc3)o2)sc(C)c1C	i	i	i	i	i	i	i	100*	i	i	i
O=C(CCc1nnc2ccc(N3CCCC3)nn12)Nc1cc(F)ccc1F	i	i	i	i	i	i	i	i	i	i	i
COc1ccc(CCNC(=O)CSCc2ccc([N+](=O)[O-])cc2)cc1OC	i	i	i	i	i	i	i	i	i	i	i
COc1ccc(-c2nc(CS(=O)CC(=O)NCc3ccc(C)cc3)c(C)o2)cc1OC (stereo not given)	i	i	i	i	i	i	i	i	i	i	i
CCOc1ccc(NC(=O)c2ccc(Br)o2)c([N+](=O)[O-])c1	i	i	i	.	i	i	i	i	i	i	i
O=C(Nc1nc(-c2ccc(S(=O)(=O)N3CCCCCC3)cc2)cs1)c1ccccc1	i	i	i	i	i	i	i	i	i	i	i
O/C(=C\c1ccc2ccccc2n1)c1ccc(O)cc1O	i	i	i	i	i	i	i	i	i	i	i
Cc1ccc(S(=O)(=O)N2CCN(C(=O)C(F)(F)F)C2c2ccc(N(C)C)cc2)cc1 (stereo not given)	i	i	i	i	i	i	i	i	i	i	i
CC(=O)c1cccc(NC(=O)CC2CCCC2)c1	i	i	i	i	i	i	i	i	i	i	i
S=c1[nH]ncn1NCc1cccc(Br)c1	i	i	i	i	i	i	i	i	i	i	i
COC(=O)CCNc1ccc2c(c1)OCCO2	i	i	i	i	i	i	i	i	i	i	i
Cc1cccc(NC(=S)N(CCCN2CCOCC2)C(C)c2cc3ccccc3o2)c1C (stereo not given)	i	i	i	i	i	i	i	i	i	i	i
CC(=O)c1cccc(NC(=O)N2CCCc3ccccc32)c1	i	i	i	i	i	i	i	i	i	i	i
CC(=O)c1cccc(NC(=O)C2CCCN(S(=O)(=O)c3cccc4nonc34)C2)c1 (stereo not given)	i	i	i	i	i	i	i	i	i	i	i
COc1ccc(C2CC(c3cccs3)=NN2C(=O)CCl)cc1OC (stereo not given)	i	i	i	i	i	i	i	i	i	i	i
COc1ccccc1NC(=O)Cc1nnc(SCC(=O)NC2CCCCC2C)n1C (stereo not given)	i	i	i	i	i	i	i	i	i	i	i
CC(=C/c1ccccc1)/C=N/n1c(-c2ccco2)n[nH]c1=S	i	i	i	i	i	i	i	i	i	i	i
Cn1c(SCc2ccc(C#N)cc2Cl)nc2ccccc21	i	i	i	i	i	i	i	i	i	i	i
CCCn1cc(S(=O)(=O)c2ccc(C)cc2)c(=O)c2cc(OCC)ccc21	i	i	i	i	i	i	i	i	i	i	i
CCOc1ccc(NC(=O)c2ccc(CSc3nnnn3C)cc2)cc1	i	i	i	i	i	i	i	i	i	i	i
O=C(c1ccc(S(=O)(=O)Nc2ccccc2F)cc1)N1CCN(c2ccccc2O)CC1	i	i	i	i	i	i	i	i	i	i	i
Cn1cc(S(=O)(=O)CC(=O)Nc2ccc(Br)cc2)c2ccccc21	i	i	i	i	i	i	i	i	-6.08*	i	i
CCS(=O)(=O)c1nc(S(=O)(=O)c2ccc(Cl)cc2)c(N2CCN(C)CC2)s1	i	i	i	i	i	i	i	i	i	i	i
CCOc1ccc(NC(=S)NC(=O)/C=C/c2ccc(OC)cc2)c([N+](=O)[O-])c1	i	i	i	i	i	i	i	i	i	i	i
O=C(C1=C[C@@H](c2csc3ccccc23)C[C@@H](OCc2ccc(CO)cc2)O1)N1CCN(Cc2ccccc2)CC1	i	i	i	i	i	i	i	i	i	i	i
CCOC(=O)CCn1cc(F)c(=O)[nH]c1=O	i	i	i	i	i	i	i	i	i	i	i

Next section:
SMILES	TRPC4 agonist	MrgX1 allo act	TRPC6 act	ANO1 activ	TRPC4 block	TRPC4 PAM	MrgX1 agonist	ANO1 block	MrgX1 antagonist	TRPC6 inh	RGS4 inh
CC1(C)Cc2c(c(N3CCOCC3)nc3snc(N)c23)CO1	i	i	i	i	i	i	i	i	i	i	i
Cc1sc2ncnc(SCc3ccc(C(=O)O)cc3)c2c1C	i	i	i	i	i	i	i	i	i	i	i
C#CCOc1ccc(C2C3=C(COC3=O)Nc3cc4c(cc32)OCO4)cc1OC (stereo not given)	i	.	i	i	i	i	.	.	.	i	i
CCN(CC)CCn1c(=S)[nH]c2cc3c(cc2c1=O)OCO3	i	i	i	i	i	i	i	i	i	i	i
CCOC(=O)CSc1ncc(OC)c(=O)[nH]1	i	i	i	i	i	i	i	i	i	i	i
C#CCOc1ccc(/C=C2\SC(=S)N(Cc3cccnc3)C2=O)cc1	i	i	i	i	i	i	i	i	i	i	i
CC(=O)N/C(=N/c1nc(C)cc(C)n1)Nc1ccc(F)cc1F	i	i	i	i	i	i	i	i	i	i	i
COc1ccc2nc(-n3c(C)ccc3C)sc2c1	i	i	i	i	i	i	i	i	-5.99*	i	i
CCC(=O)Nc1nn(C)c2nc3c(C)cccc3cc12	i	i	i	i	i	i	i	i	i	i	i
Cc1cc(C(=O)COC(=O)CNC(=O)c2ccccc2)c(C)n1CC1CCCO1 (stereo not given)	i	i	i	i	i	i	i	i	i	i	i
Cc1ccc(NC(=O)CSCc2cc(=O)n3cc(C)sc3n2)c(C)c1	i	i	i	i	i	i	i	i	i	i	i
Cc1cc(=O)[nH]c(SCC(=O)NCC2CCCCC2)c1C#N	i	i	i	i	i	i	i	i	i	i	i
Cc1ccccc1NC(=O)CSc1[nH]c(=O)cc(C)c1C#N	i	i	i	i	i	i	i	i	i	i	i
Cc1ccc(N(C(=O)Nc2ccccc2)C2=NCC(C)S2)cc1 (stereo not given)	i	i	i	i	i	i	i	i	i	i	i
CCOc1cc(/C=N/n2cnnc2)cc(Br)c1O	i	i	i	i	i	i	i	i	i	i	i
Cc1cc(NC(=O)c2ccc3c(c2)C(=O)N(c2cccc(C)c2C)C3=O)no1	i	i	i	i	i	i	i	i	i	i	i
O=S1(=O)CCOC[C@H](Cc2ccccc2)N1Cc1cccc(Cl)c1	i	i	i	i	i	i	i	i	i	i	i
Cc1cc(C)cc(C(=O)NCC(=O)OCC(=O)NCc2ccco2)c1	i	i	i	i	i	i	i	i	i	i	i
Cc1nn(-c2ccccc2)c(C)c1NC(=O)COC(=O)c1ccccc1OC(F)F	i	i	i	i	i	i	i	i	i	i	i
